Lmaj promast: inhibitors of Leishmania major promastigote growth. Leishmania major promastigotes, resazurin fluorescence viability. inhibition, % at 10 µM. actives 9% (n = 200,000). AID 1063; in the data active = inhibition above about 50%;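 note: promastigotes grown with compound for 44 hours at 28 °C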
HMGR II inh: E. faecalis class II HMG-CoA reductase inhibition. purified E. faecalis HMGR, NADPH absorbance 340 nm kinetic. inhibition, % at 10 µM. actives 0.41% (n = 190,000). AID 1066;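 active = inhibition above a set limit, the median over all tested compounds plus 3 SD, cut at about 9.5% in these data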;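 note: enzyme runs in reverse so mevalonate oxidation gives rising NADPH absorbance; 0% = complete reaction with DMSO and 100% = background rate lacking mevalonate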
PPARg SRC1 recr: agonists of human PPARgamma SRC-1 coactivator recruitment; activation, % at 8 µM; PPARgamma-SRC-1 coactivator recruitment biochemical assay; P37231; actives 0.41% (n = 200,000); in the data active = activation above about 19%;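 note: 0% = DMSO and 100% = reference agonist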
Target sequence (P37231 whole entry, looked up): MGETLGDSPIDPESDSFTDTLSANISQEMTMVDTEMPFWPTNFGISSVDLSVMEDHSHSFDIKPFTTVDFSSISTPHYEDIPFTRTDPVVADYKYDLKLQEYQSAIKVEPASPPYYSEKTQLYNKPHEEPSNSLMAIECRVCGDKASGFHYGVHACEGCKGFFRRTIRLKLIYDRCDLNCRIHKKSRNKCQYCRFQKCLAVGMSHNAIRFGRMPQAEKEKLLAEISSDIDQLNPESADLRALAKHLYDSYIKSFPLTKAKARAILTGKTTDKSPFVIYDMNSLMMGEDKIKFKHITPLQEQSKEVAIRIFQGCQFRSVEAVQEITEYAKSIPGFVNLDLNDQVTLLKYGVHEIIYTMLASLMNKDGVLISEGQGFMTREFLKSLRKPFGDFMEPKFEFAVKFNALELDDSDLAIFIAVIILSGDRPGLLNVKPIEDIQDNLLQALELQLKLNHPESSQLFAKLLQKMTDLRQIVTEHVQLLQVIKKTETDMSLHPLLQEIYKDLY
bIAP inhibitor: blocks bovine intestinal alkaline phosphatase activity; purified bovine IAP, CDP-star luminescence, 30 min; inhibition, % at 20 µM; 190,000 tested, under 10 active;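 active = over 50% inhibition of intestinal alkaline phosphatase at 20 µM in the single-dose screen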
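Incubation: 30 min reaction at room temperature / Material: purified bovine intestinal alkaline phosphatase (IAP) enzyme / Input: enzyme at 1/65,000,000 dilution / Dosing: 20 µM single dose / Signal: CDP-star luminescence signal / Reagent: CDP-star chemiluminescent phosphatase substrate, 30 µM final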
DTT redox prof: compounds producing H2O2 with reducing agent – biochemical, NIH compound library profiling, artefact control for MLSCN library redox annotation, primary screen; DTT-dependent redox cycling H2O2, phenol red/HRP absorbance; 100% = 100 µM peroxide control, 0% = buffer; activation, % at 10 µM; actives 0.03% (n = 200,000);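 active = activation of at least 50% relative to the plate's high and low controls in the primary single-dose screen; inactive = activation below 50%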;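 note: compound incubated with DTT at 0.8 mM final as the reducing agent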
PPARg SRC3 recr: PPARgamma-driven SRC-3 recruitment agonism; P37231; biochemical PPARgamma/SRC-3 coactivator recruitment assay; activation, % at 8 µM; actives 0.26% (n = 200,000); in the data active = activation above about 23%;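 note: 0% = DMSO and 100% = reference agonist; some compounds past the cut are filed as inactive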
PPARg SRC-2 ag: PPARgamma-driven SRC-2 recruitment agonism | activation, % at 8 µM | P37231 | AID 1032 | actives 0.34% (n = 200,000) | PPARgamma LBD-SRC-2 recruitment, biochemical; in the data active = activation above about 22%;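 note: 0% = vehicle and 100% = reference agonist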
SRC2 TRFRET art: TR-FRET artefact, counter-screen to PPARgamma/SRC-2 agonist assay. stronger effect = higher value. actives 0.4% (n = 200,000). AID 1049. TR-FRET ratio at 8 µM; in the data active = TR-FRET ratio above about 2000; note: inactives centre near 1500; reference of the scale not given here
S1P3 antag: antagonists of human S1P3 receptor; Q99500; CHO S1P3 NFAT-BLA reporter, FRET fluorescence, antagonist mode; inhibition, % at 4.98 µM; actives 0.27% (n = 170,000);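 active = inhibition above the plate cutoff, the mean inhibition of test wells on that plate plus 3 SD, cut at about 28% in these data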;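 note: cells challenged with S1P at its EC80 of 0.8 µM; blue over green emission ratio from cleaved BLA substrate after 4 h stimulation; 0% = S1P-stimulated wells and 100% = unstimulated DMSO-only wells; some compounds past the cut are filed as inactive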
Target sequence (Q99500 whole entry, looked up): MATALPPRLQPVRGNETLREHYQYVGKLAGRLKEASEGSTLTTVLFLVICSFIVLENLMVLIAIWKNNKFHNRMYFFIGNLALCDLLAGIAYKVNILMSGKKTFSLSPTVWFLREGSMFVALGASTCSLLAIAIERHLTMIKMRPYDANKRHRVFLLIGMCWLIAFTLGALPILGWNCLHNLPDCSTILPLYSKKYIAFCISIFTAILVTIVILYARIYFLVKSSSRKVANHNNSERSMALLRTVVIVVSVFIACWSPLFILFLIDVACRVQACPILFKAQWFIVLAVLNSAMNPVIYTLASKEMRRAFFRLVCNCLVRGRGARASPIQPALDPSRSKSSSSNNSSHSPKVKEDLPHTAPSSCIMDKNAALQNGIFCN
RAM inhibit: blocks the yeast RAM network | inhibition, % at 50 µM | actives 1.8% (n = 190,000) | AID 868 | S. cerevisiae dse1pr::URA3 reporter, 5-FOA growth OD615, 2 d; analog-sensitive cbk1-as2 kinase mutant strain;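 active = inhibition above a set limit, 3 SD over mean compound inhibition, cut at about 8.4% in these data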;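 note: 0% = DMSO-only wells with no growth and 100% = 10 µM 1-NA-PP1 full growth; inhibition rescues growth on 5-FOA so higher OD means more RAM inhibition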
ROMK primary: human ROMK K+ channel modulation, primary screen. P48048. Tet-inducible ROMK, thallium flux fluorescence; actives lie on both sides. B-score at 10 µM. actives 2% (n = 130,000). AID 1918;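 active = signal ratio slope over the read window, or its plate-corrected B-score, at least 3 SD from the plate mean, either direction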;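 note: B-score of the F/F0 ratio slope over 7 to 12 s after thallium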
Active calls of the source: *; . = not tested or not shown. Random draw from the library (roughly 13% active in at least one column).

The opening 2 entries (preview)
SMILES	Lmaj promast	HMGR II inh	PPARg SRC1 recr	bIAP inhibitor	DTT redox prof	PPARg SRC3 recr	PPARg SRC-2 ag	SRC2 TRFRET art	S1P3 antag	RAM inhibit	ROMK primary
Cc1cccc(C2c3[nH]c4ccccc4c3CCN2C(=O)Cc2nc(-c3ccccc3)n[nH]2)n1 (stereo not drawn)	47.9	-4.4	4.0	-5.8	-1.3	1.0	-1.3	1582	7.0	1.3	.
CCS(=O)(=O)c1ccc(C(=O)NC2CC2)c(Cl)c1Cl	-5.6	-5.2	4.2	7.0	-0.7	9.0	7.4	1620	-25.2	0.8	-0.677

The listing, from the first entry:
SMILES	Lmaj promast	HMGR II inh	PPARg SRC1 recr	bIAP inhibitor	DTT redox prof	PPARg SRC3 recr	PPARg SRC-2 ag	SRC2 TRFRET art	S1P3 antag	RAM inhibit	ROMK primary
Cc1cccc(C2c3[nH]c4ccccc4c3CCN2C(=O)Cc2nc(-c3ccccc3)n[nH]2)n1 (stereo not drawn)	47.9	-4.4	4.0	-5.8	-1.3	1.0	-1.3	1582	7.0	1.3	.
CCS(=O)(=O)c1ccc(C(=O)NC2CC2)c(Cl)c1Cl	-5.6	-5.2	4.2	7.0	-0.7	9.0	7.4	1620	-25.2	0.8	-0.677
Cc1ccsc1C(=O)OCC(=O)N1CCN(C(=O)c2ccco2)CC1	-11.0	-0.1	-1.5	-3.5	-1.6	-0.1	5.4	1595	-8.1	0.1	-0.861
O=C1CCCC(=O)N1c1ccc(N2CCN(c3ccccc3)CC2)c([N+](=O)[O-])c1	-8.5	-3.0	-4.2	-16.4	0.2	0.9	2.7	1688	-9.6	3.0	0.251
COc1cccc(C2=NOC(C(=O)NCc3ccccc3)C2)c1 (stereo not drawn)	-5.0	-1.1	12.0	4.0	0.1	6.4	-0.3	1684	24.4	1.5	.
CC(C)C(=O)Nc1cccc(NC(=S)NC(=O)C(c2ccccc2)c2ccccc2)c1	100.0*	-11.8	5.5	5.2	3.8	-7.4	-2.6	1455	.	3.5	1.65
O=C(Cc1ccc(F)cc1)N/N=C/c1ccc2c(c1)OCO2	-2.7	0.3	-1.1	-9.8	-0.2	0.9	0.5	1568	-5.2	4.0	-0.29
OC(COc1ccc2c(c1)OCO2)CN1CCN(c2ccccc2)CC1 (stereo not drawn)	-2.0	-0.6	1.9	-4.3	0.2	8.0	10.5	1603	-1.8	1.2	-0.951
COc1ccc(C)cc1NC(=O)C1CCCN1S(=O)(=O)c1ccc2c(c1)CCC(=O)N2 (stereo not drawn)	5.2	-0.5	-2.8	7.6	-0.4	7.3	-3.2	1715	11.2	2.4	.
Cc1ccc(C)c(-n2c(SCC(N)=O)nnc2-c2ccccn2)c1	0.4	2.4	3.1	5.0	2.5	2.5	11.4	1457	7.8	1.4	.
CCOc1cc(C=O)ccc1OCC(N)=O	-6.0	-5.5	2.4	1.3	-0.6	1.3	0.3	1714	-10.0	1.7	0.333
COc1cccc(C2C3(C#N)C(N)=NC(OC)(OC)C23C#N)c1 (stereo not drawn)	-4.2	0.2	-6.9	-0.1	-3.2	3.1	-0.2	1543	.	1.5	.
CCOC(=O)C1=C(N)N(c2ccc(N3CCCCC3)cc2)C(=O)C1	-2.1	-9.3	3.0	-8.6	0.6	0.8	8.8	1513	-11.2	1.9	.
CCOc1cccc(-c2nn3c(-c4ccccn4)nnc3s2)c1	6.1	-8.2	7.2	4.8	-0.4	-0.1	3.2	1850	.	1.8	0.0026
Cc1ccc2[nH]c(C)c(CC(=O)O)c2c1	7.9	-1.5	3.4	2.9	0.0	6.4	11.6	1737	.	1.1	-0.0144
CCCCN(C)C(=O)CSc1nc(NCc2ccc(OC)cc2)c2ccccc2n1	37.4	-1.2	2.6	-6.0	2.4	3.3	9.2	1464	.	-1.3	.
COc1ccc(NC(C(=O)Nc2cccc(C(C)=O)c2)c2ccccc2)cc1 (stereo not drawn)	94.4*	-3.3	-3.2	9.0	0.1	-1.9	0.6	1366	13.2	2.3	-0.0563
COC(=O)c1cc(OC)ccc1-c1ccc(OC)cc1	-1.7	1.2	9.8	5.2	1.8	9.7	-0.6	1540	.	0.4	.
CC(C)CNS(=O)(=O)c1ccc(CCC(=O)NCc2ccncc2)cc1	-0.6	-3.7	0.9	-4.9	-0.2	1.2	3.3	1662	-24.0	0.0	0.865
COc1cc(C(=O)Oc2c(CN3CCOCC3)cc(Cl)c3cccnc23)cc(OC)c1OC	100.5*	-5.1	-6.1	-12.4	-1.2	-3.0	-8.8	1396	-38.9	0.0	.
COc1ccccc1NC(=O)CNC(=O)c1ccc(F)cc1	-5.0	-3.2	3.7	2.3	1.5	3.1	-1.4	1484	-4.3	0.1	.
O=C(Nc1ccccc1C(=O)N1CCOCC1)c1ccncc1	-0.5	-3.0	-7.9	13.8	2.0	-19.8	-9.8	1312	-10.5	0.5	1.01
Cn1c(=O)c2cn(Cc3ccc(Cl)cc3)cc2n(C)c1=O	-0.7	-0.4	-2.5	11.8	1.4	-7.2	0.9	1726	-9.3	-0.5	.
COc1ccc2c(c1)c(=O)c(C(=O)O)c(-c1ccc3c(c1)OCO3)n2C	-3.0	-2.4	-2.3	1.9	-0.2	2.6	9.9	1500	-16.5	1.8	0.0299
Cc1cc(C(=O)NC(C)C2CCCO2)no1 (stereo not drawn)	-0.9	1.6	1.3	5.5	0.1	2.6	2.2	1586	14.9	0.5	-0.0262

(more compounds)
SMILES	Lmaj promast	HMGR II inh	PPARg SRC1 recr	bIAP inhibitor	DTT redox prof	PPARg SRC3 recr	PPARg SRC-2 ag	SRC2 TRFRET art	S1P3 antag	RAM inhibit	ROMK primary
COCCn1c(COc2ccc(Cl)cc2)nnc1SCC(N)=O	1.8	-0.7	-2.4	5.6	1.1	1.8	-9.1	1374	62.5*	0.9	.
COc1ccc(CNC(=O)CSc2ncnc3nc[nH]c23)cc1	-3.8	-4.6	9.7	-4.8	2.0	6.6	5.8	1554	10.1	0.3	-0.0588
c1ccc2c(c1)nnn2Cc1nnc2sc(-c3ccc4c(c3)OCCO4)nn12	-0.7	0.1	0.5	12.2	0.5	6.8	5.8	1797	-15.7	5.9	.
CCN(CC)S(=O)(=O)c1ccc2c(c1)c(=O)c(C(=O)NCCOC)cn2C	3.3	2.1	3.8	5.8	-0.1	5.7	11.0	1541	-38.5	0.9	-0.19
COc1ccc(CCNC(=O)c2cc(C(=O)c3cc(Cl)ccc3O)cn(CCc3ccc(OC)cc3)c2=O)cc1	99.5*	-4.7	6.6	6.8	-0.2	1.2	4.7	1576	17.7	1.7	-0.77
NC(=S)Nc1cnc2ccccc2c1	1.0	-0.1	1.1	5.0	-7.8	3.1	5.6	1488	.	0.6	.
O=C(CCC(=O)N1CCN(S(=O)(=O)c2ccc3ccccc3c2)CC1)Nc1cc(Cl)cc(Cl)c1	63.2*	5.7	-0.2	-7.1	-1.5	-0.5	6.3	1550	-2.2	5.1	0.132
Cc1coc(C)c1C(=O)CC1(O)C(=O)N(CCc2ccccc2)c2ccccc21 (stereo not drawn)	-2.2	-4.0	3.6	-3.6	0.4	-6.6	5.0	1597	9.4	1.1	.
CCNc1nc(NC(C)C)nc(NS(=O)(=O)c2ccc(Cl)cc2)n1	9.4	0.2	1.0	-1.6	0.0	11.4	-4.1	1493	-17.5	4.4	0.736
c1ccc(CN2CCCC3(CCCN(Cc4nc(COc5ccccc5)no4)C3)C2)cc1 (stereo not drawn)	15.1	-5.6	3.6	-7.2	-1.1	-1.3	3.9	1586	-11.0	0.4	0.674
Cc1c(N=NC2=C(O)CCCC2=O)c(=O)n(-c2ccccc2)n1C	-10.6	-2.4	11.2	-4.3	-0.7	-1.5	7.5	1735	4.4	0.8	-0.455
O=C(NCCO)C(=O)c1c(-c2ccc(Cl)cc2)cc2ccccn12	-5.4	-8.9	-9.1	2.6	-2.0	1.7	5.2	1615	1.4	0.7	0.162
Cc1ccc(/C=C(\C#N)C(=O)N2CCCC2)c(C)c1	31.1	-3.7	0.1	-2.3	-0.1	0.6	-1.3	1319	-36.1	0.2	-1.83
CC(=O)N1N=C(c2cccs2)CC1c1ccco1 (stereo not drawn)	-10.0	0.2	2.8	14.8	0.2	3.4	7.1	1481	-2.1	2.5	-0.674
CCc1ccc(OCC(=O)Nc2ccc(S(=O)(=O)N3CCCC3)cc2)c(Br)c1	8.3	-1.6	-2.8	8.9	0.9	-3.1	-8.7	1402	.	5.2	.
COCCNC(=O)c1c(N)n(-c2ccccc2)c2nc3ccccc3nc12	25.0	1.1	-4.8	-12.5	-0.2	7.3	7.6	1700	.	15.1*	.
COc1cccc(N(C(=O)Cn2nnc3ccccc32)C(C(=O)NCc2ccco2)c2cccnc2)c1 (stereo not drawn)	-1.2	5.8	7.3	0.2	0.0	-1.9	15.3	1553	-9.9	0.3	1.46
CCN=C1SC(C(=O)Nc2ccc(Cl)c(Cl)c2)CC(=O)N1CC (stereo not drawn)	-6.9	-1.2	-2.1	10.1	1.0	-3.2	8.4	1657	.	5.8	-0.0881
COc1ccc(CNC(=O)COC(=O)c2ccccn2)cc1	-7.4	-6.2	3.5	-15.0	0.0	4.2	6.5	1664	-24.0	1.7	1.51
COc1ccc(C(=O)Nc2ccc(NC(=O)c3cnccn3)cn2)cc1	-2.5	-17.7	-5.2	-12.1	-4.6	-6.3	-3.1	1534	.	2.3	.
O=C(/C=C/c1cccc([N+](=O)[O-])c1)Nn1c(-c2ccccc2F)nc2ccccc2c1=O	-2.1	-6.6	1.6	7.0	-0.3	3.2	6.6	1564	-4.6	3.1	-0.185
COc1cc(/C=N/NC(=O)COc2ccc(C)cc2)ccc1OC(=O)c1cccs1	-0.9	-2.6	5.4	-2.6	0.4	-0.5	-0.6	1573	-12.2	1.3	.
CC(C)(C)Nc1nc(C(N)=O)nc(N2CCOCC2)n1	-10.6	-1.6	-5.5	1.4	0.2	0.1	-2.2	1417	-13.6	2.6	0.0351
CC(=O)c1c(C)[nH]c(C(=O)COc2cc(C)cc(C)c2)c1C	-5.3	-7.5	3.7	4.8	-7.5	-4.9	6.3	1658	.	2.7	.
COCc1cc(=O)[nH]c2cc(NC(=O)C3CC3)c(C)cc12	-8.3	-1.7	-2.9	4.4	0.6	1.6	9.7	1529	.	1.6	.
CCc1ccc(OCC(=O)NC(C)(C)C)cc1	62.7*	-5.0	-0.1	11.5	-0.9	2.7	4.2	1724	-16.0	-0.8	0.198
CCOc1ccc(OCC)c(NC(=O)CN2CCN(c3cccc(C)c3)CC2)c1	-3.4	-0.1	4.5	-4.9	-1.0	1.2	6.3	1644	.	1.5	-0.161
O=C(N/N=C/c1ccc(O)cc1)c1[nH]c2ccc(Br)cc2c1-c1ccccc1	8.7	1.4	-8.0	11.7	0.6	-1.7	0.3	1450	-6.0	2.9	-0.431
Oc1ccc(N=Cc2ccc(O)c(O)c2)cc1	100.0*	2.7	16.8	-2.7	0.3	1.1	10.1	1783	26.2	3.7	.
COc1ccc(N2CC(C(=O)NCc3ccco3)CC2=O)cc1 (stereo not drawn)	4.1	-0.2	-2.1	-12.9	-0.9	-2.1	-10.9	1341	-23.4	3.0	0.891

From PubChem
